TTR transcr act: TTR transcription activators in neuroblastoma reporter cells, primary screen, cell-based, luminescence, SH-SY5Y, TTR promoter Gaussia luciferase; 92,000 compounds, 1.3% hits; AID 1117267, 2014; 100% = recombinant luciferase protein wells; activation, % at 16.7 µM;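 active means activation above the mean of all tested compounds plus 3 SD, cut at about 9.5% in these data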;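 further: cells exposed to compounds for one day before reading; 0% = median of all test compound wells on the plate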
An asterisk follows results filed as active; & = joins results of further samples. The list is partial. The share of hits here may be higher or lower than overall.

SMILES	TTR transcr act
CCC1=NN2C(=N)/C(=C/c3cc(C)n(-c4ccccc4)c3C)C(=O)N=C2S1	1.2
CCOC(=O)c1c(C)[nH]c(C)c1C(=O)CSc1nc2ccccc2[nH]1	-0.1
Cc1ccc(-c2cc(C(=O)Nc3cccnc3)c3ccccc3n2)o1	0.8
O=C(O)CCCN1C(=O)C(=O)/C(=C(/O)c2ccc(Cl)cc2)C1c1ccccc1 (stereo not drawn)	1.4
COc1cccc2cc(/C(=N/O)c3ccc(Br)cc3)oc12	-2.0
O=C(NCC(c1ccccc1)c1ccccc1)[C@H](Cc1ccccc1)NC1(C(=O)NC2CCCCC2)CCCC1	-0.1
COCCCNC(=O)C1c2ccccc2Oc2ccccc21	0.3
CCOC(=O)C1CCCN(C(=O)C2CCN(c3nnc(-n4cccc4)s3)CC2)C1 (stereo not drawn)	-1.9
CC(=O)c1ccc(NC(=O)CSc2cn[nH]n2)cc1	0.2
CCN1CCC2(CC1)N=C(c1ccc(F)cc1)C(=S)N2C(=O)c1ccc(C(C)(C)C)cc1	3.6
O=C(Cn1c(=O)oc2ccccc21)Nc1ccccc1N1CCOCC1	-0.3
Cn1nc(C(F)(F)F)c(-c2ccccc2)c1N	2.7
COc1ccccc1CCC(=O)OCC(=O)Nc1ccc(S(N)(=O)=O)cc1	-0.3
Cc1nc2c(C#N)cnn2c2c1CCN(Cc1ccccc1)N2C	-1.1
Cc1onc(-c2ccccc2)c1NC(=O)N(Cc1ccccc1)C(C)C	-0.6
COc1ccc(CCN2C(=O)CSC2=Nc2ccc(C(C)C)cc2)cc1OC	-5.5
Cc1ccc(-c2cc(C(=O)Nc3ccc(S(=O)(=O)N4CC(C)OC(C)C4)cc3)[nH]n2)c(O)c1 (stereo not drawn)	-2.6
CCOC(=O)Nc1ccc(S(=O)(=O)Nc2cc(C)on2)cc1	0.2
CCCC(=O)NC(=S)Nc1sc2c(c1C(N)=O)CCC2	-0.6
O=C(/C=C/c1ccc2c(c1)OCO2)N1CCN(c2ccccc2F)CC1	2.3
COc1ccc(N2C(=O)CC(NC3CC3)C2=O)cc1 (stereo not drawn)	3.2
COc1ccc(OC)c(/C=C/C(=O)NCCc2nc3ccccc3[nH]2)c1	0.6
COc1ccc(C2CC(c3ccccc3)=NN2c2ccccc2)c(C(=O)O)c1OC (stereo not drawn)	1.2
O=C(Nc1ccccc1N1CCCCC1)c1ccc2nccnc2c1	-2.2
COc1ccc(CNC(=O)C(C)OC(=O)c2cccs2)cc1 (stereo not drawn)	6.6
CNC[C@@H]1Oc2cc(Br)ccc2S(=O)(=O)N([C@@H](C)CO)C[C@@H]1C	0.2
COC(=O)c1ccc(COC(=O)CNC(=O)c2cccc(OC)c2)o1	4.5
Cc1ccc(S(=O)(=O)n2cc(CO)c3ccccc32)cc1	-1.7
CCCc1cc(=O)[nH]c(SCC(=O)Nc2ncc(S(=O)(=O)c3ccc([N+](=O)[O-])cc3)s2)n1	-2.2
CC1(C)Cc2c(c(N3CCOCC3)nc3sc(-c4ccc(C(=O)O)o4)c(N)c23)CO1	-4.0
Cc1n[nH]c(C)c1S(=O)(=O)N1CCCC(C(=O)N2CCc3ccccc32)C1 (stereo not drawn)	-2.5
NS(=O)(=O)c1ccc(CCNC(=O)CSc2nc3ccsc3c(=O)n2C2CC2)cc1	0.9
CC1(C)CC(NC(=O)c2ccncc2)CC(C)(C)N1O	2.7
O=C(Nc1ccc(F)cc1)OCc1cn(Cc2cc(F)ccc2F)nn1	1.7
O=C(N=Nc1c(O)[nH]c2ccc([N+](=O)[O-])cc12)c1ccccc1[N+](=O)[O-]	0.6
COc1ccc(OC)c(-c2cc(C(=O)Nc3ccc(F)cc3F)no2)c1	-1.3
CCOc1ccc(CNC(=O)CN2C(=O)C(c3ccccc3)Oc3cccnc32)cc1 (stereo not drawn)	-6.2
Cc1ccc(C)c2c1sc(=NC(=O)CN1C(=O)CCC1=O)n2C	-0.5
Cn1cc(CN2CCN(CCc3ccccc3)C(CCO)C2)cn1 (stereo not drawn)	-1.8
CCOC(=O)c1c(NC(=O)COC(=O)Cn2c(C)nc3ccccc32)sc2c1CCCC2	2.8
CCOC(=O)c1c(N)sc(C(=O)N(C)C)c1C	2.2
Cc1cccn2c(CN3CCSCC3)c(C(=O)N3CCOCC3)nc12	1.7
COc1cccc(CN2CCSCC2)c1	0.2
N=C(N)SCP(=O)(c1ccccc1)c1ccccc1	1.2
Cc1nn(-c2ccccc2)c2nc(=O)n(-c3ccccc3)cc12	-0.1
COC(=O)C[C@H]1C[C@H]2c3cc(NC(=O)Nc4ccc(C(F)(F)F)cc4)ccc3O[C@H]2[C@@H](CO)O1	-2.3
C=CCn1c(C(C)NC(=O)c2cccc(C)c2)n[nH]c1=S (stereo not drawn)	0.3
N#CC[C@H](Cc1ccccc1)N1CCN(CCc2ccccc2)CCC1=O	2.3
COc1ccccc1Nc1ncc(C(=O)Nc2ccc(OC)c(OC)c2)c2ccccc12	-3.0
CC(=O)Nc1ccc(S(=O)(=O)Nc2ccc3c(c2)OCCO3)cc1Cl	-0.8
CCCCNC(=O)NC1C(NC(=O)NCCCC)N(C)C(=O)N1C (stereo not drawn)	0.9
O=C1c2cccc3cc([N+](=O)[O-])cc(c23)C(=O)N1c1ccccc1O	-0.7
COC(=O)[C@]12C[C@H](CC(=O)NCc3cccs3)C(=O)N(Cc3cccc4ccccc34)C1=C[C@H](C(C)C)O[C@@H]2C1CC1	-0.4
Cc1ccc2cc3cc(C(=O)NCCN4CCOCC4)oc3nc2c1	-0.1
CC(=O)Nc1ccc(C(=O)COC(=O)CN2C(=O)NC3(CCCCC3C)C2=O)cc1 (stereo not drawn)	-1.6
COc1ccc(-c2nnc(NC(=O)c3cc(Cl)ccc3Cl)o2)cc1	-1.1
COc1ccccc1NC(=O)N(O)C1(C#N)CCCCC1	1.2
CC(C)CCN1CCN(Cc2cnc(-c3ccccc3)s2)CC1CCO (stereo not drawn)	0.3
COc1ccc(C/C(C)=N\NC(=O)c2cn(C)c3ccccc23)cc1OC	0.0
COC(=O)c1cccc(NC(=S)NC(C)C)c1	-1.4

(list continues)
SMILES	TTR transcr act
COc1ccc(NC(=S)N2CCN(c3ncccn3)CC2)c(OC)c1	0.3
COCc1cc(=O)[nH]c(/N=C(\N)Nc2cccc(C)c2)n1	-0.9
COC(=O)c1ccc(N(C(=O)CNC(=O)c2ccco2)C(C(=O)NCC2CCCO2)c2ccc(OC)c(OC)c2)cc1 (stereo not drawn)	3.3
COc1ccc(Nc2ncccc2C(=O)O)cc1	5.8
CC12C(=O)N(n3cnnc3)C(=O)C1C1C=CC2C1 (stereo not drawn)	1.2
O=C(COC(=O)CSc1ccc([N+](=O)[O-])cc1)NCc1cccs1	0.0
COc1ccc(/C=N/NC(=O)CNS(=O)(=O)c2ccc(C)cc2)cc1	1.3
Cc1ccc(NC(=O)c2cc(-c3ccc(F)cc3)on2)cc1C	-0.3
C[C@H](CO)N1C[C@H](C)[C@@H](CN(C)S(=O)(=O)c2ccc3c(c2)OCCCO3)OCc2cnnn2CCCC1=O	2.2
COc1ccc(C2=CN3CCCCC3CC2=O)cc1OC (stereo not drawn)	-0.5
COc1ccc(CCn2c(NN)nc3c2c(=O)[nH]c(=O)n3C)cc1	-1.6
CC/C=C\[C@H](O)[C@H](O)C1=C(C)C(=O)[C@]2(O1)C(=O)N[C@@](OC)(C(=O)c1ccccc1)[C@@H]2O	-1.2
Cc1ccc(-c2sc(C(=O)NN)c(C)c2C#N)cc1	1.8
Cc1ccccc1NC(=O)CN(c1ccc(F)cc1)S(C)(=O)=O	2.0
COc1ccc(CNC(=O)CN(C(=O)CCC(=O)Nc2ccccn2)c2ccccc2OC)cc1	-0.6
COC(C(=O)Nc1ccc(Cl)cc1C)c1ccccc1 (stereo not drawn)	0.8
CN(Cc1cnn(-c2ccccc2)c1)C(=O)c1ccc(S(=O)(=O)NCc2ccco2)cc1	-0.8
Cn1c(=O)c2c(nc(NCc3ccco3)n2CC(O)CO)n(C)c1=O (stereo not drawn)	0.5
S=c1[nH]nc(-c2cc(-c3ccccc3)n[nH]2)n1/N=C/c1cccs1	0.2
Cc1ccc(Nc2nc(N)c([N+](=O)[O-])c(N3CCCC(C)C3)n2)cc1C (stereo not drawn)	3.1
COc1ccc(CN[C@@H]2CC[C@@]34CCCN3C(=O)CCC[C@H]4C2)cc1OC	5.1
CC(C)CCNC(=O)C1CC(c2ccccc2C(F)(F)F)=NO1 (stereo not drawn)	-1.8
COCCCNC(=O)C1CC(=O)OC1c1ccc(OC)c(OC)c1 (stereo not drawn)	-1.7
CCOC(=O)C1=C(Nc2ccccc2)CC(C)(O)C(C(=O)OCC)C1c1ccc(Cl)cc1 (stereo not drawn)	-0.1&-1.4
Cc1cccc(NC(=O)COc2ccc(/C=N\n3cnnc3)cc2)c1	2.2
CCOC(=O)Cc1csc(N/N=C/c2ccc(Cl)cc2)n1	1.6
CN(C)S(=O)(=O)c1ccc(C(=O)OCc2nnc(-c3ccccc3)o2)cc1	-0.9
O=C(COC(=O)C1=Cc2ccccc2OC1)NCc1ccccc1	1.9
Cc1cc(SCc2ccccc2F)nc(=O)[nH]1	1.5
Cc1cc(C(=O)Nc2nc3c(s2)CCCC3)no1	-0.6
CN1C2C=C(N(CCc3c[nH]c4ccccc34)C(=O)c3ccc(Cl)cc3)CC1CC2 (stereo not drawn)	2.3
COc1cc(-c2[nH]ncc2CN2CCSCC2)cc(OC)c1OC	2.0
Cc1noc(C)c1NC(=O)N(C)C[C@H]1Oc2c(NS(=O)(=O)c3cn(C)cn3)cccc2C(=O)N([C@H](C)CO)C[C@@H]1C	4.9
Cc1nc(-c2ccccc2)[nH]c(=O)c1Oc1ccc(Cl)cc1Cl	1.0
COc1ccc(-c2cnc(NCc3cc4c(cc3[N+](=O)[O-])OCO4)n2C)cc1	0.5
CCOC(=O)Nc1ccc(S(=O)(=O)N(C)C(C)C)cc1	-0.1

4 successive entries already listed, for reference:
SMILES	TTR transcr act
CCOc1ccc(CNC(=O)CN2C(=O)C(c3ccccc3)Oc3cccnc32)cc1 (stereo not drawn)	-6.2
Cc1ccc(C)c2c1sc(=NC(=O)CN1C(=O)CCC1=O)n2C	-0.5
Cn1cc(CN2CCN(CCc3ccccc3)C(CCO)C2)cn1 (stereo not drawn)	-1.8
CCOC(=O)c1c(NC(=O)COC(=O)Cn2c(C)nc3ccccc32)sc2c1CCCC2	2.8

Taken from above:
Result of C=CCn1c(C(C)NC(=O)c2cccc(C)c2)n[nH]c1=S (stereo not drawn) in TTR transcr act: 0.3
Result of COc1ccccc1CCC(=O)OCC(=O)Nc1ccc(S(N)(=O)=O)cc1 in TTR transcr act: -0.3
Result of O=C(COC(=O)C1=Cc2ccccc2OC1)NCc1ccccc1 in TTR transcr act: 1.9
Result of COc1ccc(N2C(=O)CC(NC3CC3)C2=O)cc1 (stereo not drawn) in TTR transcr act: 3.2
Result of O=C(Nc1ccccc1N1CCCCC1)c1ccc2nccnc2c1 in TTR transcr act: -2.2
Result of COc1ccc(CNC(=O)C(C)OC(=O)c2cccs2)cc1 (stereo not drawn) in TTR transcr act: 6.6
Result of CC(=O)c1ccc(NC(=O)CSc2cn[nH]n2)cc1 in TTR transcr act: 0.2

(list continues)
SMILES	TTR transcr act
CC(=O)Oc1ccc(/C=N\NC(=O)c2cc3c(ccc4ccccc43)o2)cc1	-2.4
Cc1cccc(C(=O)N2CCN(c3ncnc4c3cnn4-c3ccccc3)CC2)c1	-5.5
O=C(CSc1nc2ccccc2c(=O)[nH]1)Nc1ccc(C(=O)O)cc1	1.8
Cc1ccc(C(=O)NCCC(=O)N2CCOCC2)cc1	1.8
CC1CCCN(S(=O)(=O)c2ccccc2[N+](=O)[O-])C1 (stereo not drawn)	0.7
O=C(c1ccccc1Cl)N1CCC(N2CCC(C(=O)N3CCCC3)CC2)CC1	0.2
O=C1CC(c2ccco2)CC(O)=C1C=NCCN1CCN(C2CC(=O)N(c3ccccc3)C2=O)CC1 (stereo not drawn)	6.3
COc1cccc(OCc2nn[nH]n2)c1	3.1
CC1CCN(c2nc3c(c(=O)[nH]c(=O)n3C)n2Cc2ccccc2Cl)CC1	2.4
CC(C)C(NC(=O)c1ccc(Br)cc1)C(=O)NC1=NCCS1 (stereo not drawn)	-0.1
COC(=O)c1ccc(C)c(NC(=O)c2ccc(CN3CCc4ccccc4C3)cc2)c1	-0.6
COc1cccc2cc(C(C)N(CCCN3CCOCC3)C(=S)Nc3ccc(C)cc3)oc12 (stereo not drawn)	-1.1
COc1ccc(/C=N/n2c(COc3ccccc3)n[nH]c2=S)cc1OC	0.3
Cc1cc2oc(C(=O)NCc3ccncc3)c(C)c2cc1C	-0.7
Cc1ccc2c(=O)n3c(nc2c1)C(Cc1ccc(O)cc1)NC(=O)c1cc2ccccc2cc1-3 (stereo not drawn)	-2.7
Cc1ccc(C(=O)Oc2ccc3c(c2)ncn3C)cc1	-0.6
CCc1cccc(C)c1NC(=O)C1CC(=O)N(C2CCCC2)C1 (stereo not drawn)	-0.8
Cc1nnc(SCc2nnc(-c3ccccc3Br)o2)s1	1.8
CC(=O)Nc1ccc(Oc2ccc(S(=O)(=O)N3CCCC3)cn2)cc1	-2.0
COC(=O)[C@]12C[C@H](CC(=O)NCCCN3CCCC3=O)C(=O)N(CCC3=CCCCC3)C1=C[C@H](C1CCCC1)O[C@@H]2C	-0.5
COc1ccc(NC(=S)N2CCN(C(c3ccccc3)c3ccccc3)CC2)c(OC)c1	-4.0
CCOc1ccc(N2CC(C(=O)Nc3cccc(S(=O)(=O)N4CCCCC4)c3)CC2=O)cc1 (stereo not drawn)	-1.3
CCCSc1ccc([C@@H]2[C@@H]3C(=O)N(CC)C(=O)[C@@H]3[C@]3(C(=O)OC)CCCCN23)cc1	2.5
COc1ccc2cc[nH]c2c1	1.7

4 entries drawn at random from those above:
SMILES	TTR transcr act
CCOC(=O)c1c(C)[nH]c(C)c1C(=O)CSc1nc2ccccc2[nH]1	-0.1
O=C(CSc1nc2ccccc2c(=O)[nH]1)Nc1ccc(C(=O)O)cc1	1.8
CCOC(=O)C1=C(Nc2ccccc2)CC(C)(O)C(C(=O)OCC)C1c1ccc(Cl)cc1 (stereo not drawn)	-0.1&-1.4
Cc1nc(-c2ccccc2)[nH]c(=O)c1Oc1ccc(Cl)cc1Cl	1.0

Assay outcomes: PubChem, The Scripps Research Institute Molecular Screening Center
